MBNL1-CUG inh: blocks human MBNL1 binding to CUG repeat RNA. TR-FRET MBNL1-His/biotin-(CUG)12 binding, 665/545 ratio. Potency, µM (doses to about 57.5 µM), inactives show at the top dose activity change, negative = inhibition, hits mostly inhibitors. 280,000 tested, 0.036% active. Q9NR56; active = well fitted inhibition curve with a large enough effect in the signal ratio, with a control signal flat, not every such curve was filed as active; inconclusive = small, poorly fitted or top-dose-only effect, or effect the other way, or a change in a side signal; inactive = no such curve, though single readings can be large or run the other way; the % refers to the signal ratio; also: potency is read from the fitted curve at half-maximal effect; % is scaled to controls: 0 for no effect and ±100 for the full control effect
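His-tagged MBNL1 binding to biotinylated (CUG)12 RNA was measured by TR-FRET using terbium anti-His antibody (0.055 ng/ul final) and streptavidin-XL665 (5 nM final). Compounds were titrated 92 nM to 58 uM; 60 min at room temperature.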
FBPA coupling cs: coupling enzyme interference in Giardia aldolase counter-screen; coupling enzyme system counterscreen, AmpLite Red fluorescence; activity change, negative = inhibition, % at 58.2 µM, hits read low; 290,000 tested, 0.67% active; in the data active = activity change below about -30%; also: % is scaled to controls: 0 for no effect and ±100 for the full control effect
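Counterscreen of the coupled detection system alone, without aldolase: glyceraldehyde-3-phosphate coupling enzymes plus AmpLite Red readout. Compounds at 57.5 uM final, 10 min RT preincubation, 20 min RT reaction, fluorescence 525/598 nm.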
AT treatment: potential ataxia-telangiectasia treatment; Potency, µM (series often up to 57.5 µM), inactives show top-dose activation, actives largely listed as activators; 320,000 tested, 0.19% active; AID 485349; […] A-T fibroblasts, KAP-1 phosphorylation AlphaLISA; neocarzinostatin DNA damage 30 min before lysis; also: potency is read from the fitted curve at half-maximal effect; % of control where 0% means no effect; nearly all actives have a fitted effect of over 45% in size
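hTERT-immortalized A-T patient fibroblasts ([…]), 500 cells/well in OPTI-MEM, 1% FBS, got compounds for 60 min, then NCS for 30 min at 37C. Lysates were then assayed for phospho-KAP-1 by AlphaLISA (anti-pKAP1 donor, anti-KAP1 acceptor beads), 6 hr at 25C.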
Integrin act MD: activators of alpha7 integrin expression for muscular dystrophy; alpha7betagal myoblasts, beta-gal FDG fluorescence, 48 h; Potency, µM (doses to about 38.3 µM), for the others: at the top dose activation, actives largely listed as activators; 350,000 tested, 0.064% active; AID 624291;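 also: potency is read from the fitted curve at half-maximal effect; 100% = response of the positive control SU9516; nearly all actives have a fitted effect of over 60% in size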
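alpha7betagal+/- myoblasts (passage 13, 250/well) treated 48 h at 37C with compounds at 1:260 dilution of DMSO stock. Lysed, then beta-galactosidase activity read as FDG fluorescence (ex 480/em 540) after 30 min, with pre-read for autofluorescence.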
TRPV1 ag: activates the human vanilloid receptor TRPV1; AID 540275; activation, % at 8.33 µM; Q8NER1; TRPV1-expressing cells, Fluo-8 calcium influx, agonist mode; 320,000 tested, 0.19% active; in the data active = activation above about 80%; inconclusive = between about 30% and that limit; also: 0% is about no effect
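Cells expressing TRPV1 were dye-loaded with Fluo-8 and read kinetically: 10 s baseline, 3 min after compound (agonist portion), then 2 min after EC20 capsaicin (allosteric enhancer portion). Calcium-bound dye fluorescence at 480/520 nm.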
hERG WT inh: blocks the wildtype human KCNH2 potassium channel; Q12809; U2OS, BacMam KCNH2, thallium flux FluxOr; hits give low values; activity change, % at 1.84 µM; 340,000 tested, 0.37% active;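 active = maximum activity change below -70%; inconclusive = maximum activity change between -70% and -50%; inactive = maximum activity change above -50%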; also: % is scaled to controls: 0 for no effect and ±100 for the full control effect
Target sequence (Q12809 whole entry, looked up): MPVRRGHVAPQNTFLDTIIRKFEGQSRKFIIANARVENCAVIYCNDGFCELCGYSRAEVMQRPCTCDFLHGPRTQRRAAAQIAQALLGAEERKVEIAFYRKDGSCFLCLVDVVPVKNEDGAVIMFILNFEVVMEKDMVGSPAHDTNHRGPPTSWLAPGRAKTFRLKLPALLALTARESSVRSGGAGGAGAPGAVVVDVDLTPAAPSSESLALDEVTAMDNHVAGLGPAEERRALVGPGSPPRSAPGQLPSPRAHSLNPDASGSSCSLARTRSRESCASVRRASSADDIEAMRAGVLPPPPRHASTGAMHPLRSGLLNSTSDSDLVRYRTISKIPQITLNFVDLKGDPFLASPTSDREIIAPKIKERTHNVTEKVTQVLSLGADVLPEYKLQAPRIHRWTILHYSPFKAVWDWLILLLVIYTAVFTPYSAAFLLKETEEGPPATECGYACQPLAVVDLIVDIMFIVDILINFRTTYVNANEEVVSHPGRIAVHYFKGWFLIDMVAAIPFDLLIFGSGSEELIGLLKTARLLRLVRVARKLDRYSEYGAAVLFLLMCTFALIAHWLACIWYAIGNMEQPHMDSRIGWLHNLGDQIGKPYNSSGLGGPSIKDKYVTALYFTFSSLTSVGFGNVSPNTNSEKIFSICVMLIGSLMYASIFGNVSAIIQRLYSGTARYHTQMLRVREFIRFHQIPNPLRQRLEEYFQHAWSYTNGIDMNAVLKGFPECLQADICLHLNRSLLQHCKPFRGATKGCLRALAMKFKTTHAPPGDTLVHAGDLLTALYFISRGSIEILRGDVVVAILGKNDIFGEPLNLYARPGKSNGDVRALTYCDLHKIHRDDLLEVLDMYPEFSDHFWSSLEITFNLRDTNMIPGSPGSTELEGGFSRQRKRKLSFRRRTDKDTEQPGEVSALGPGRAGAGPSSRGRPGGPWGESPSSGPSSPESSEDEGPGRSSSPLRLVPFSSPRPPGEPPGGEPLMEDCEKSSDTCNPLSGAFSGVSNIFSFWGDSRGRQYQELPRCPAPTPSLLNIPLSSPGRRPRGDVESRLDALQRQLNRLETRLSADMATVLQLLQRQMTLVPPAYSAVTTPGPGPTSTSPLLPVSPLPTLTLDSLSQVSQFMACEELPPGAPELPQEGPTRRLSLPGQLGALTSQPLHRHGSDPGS
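U2OS cells were transduced with wild-type KCNH2 virus (2.03 x 10^8 / mL) for 4 h at room temperature, then cultured overnight at 37 C. Thallium flux was read with FluxOr dye. Rate constants were normalized to DMSO controls.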
CXXC DNA block: MLL CXXC-DNA interaction inhibition; MLL-CXXC / FITC-HOXA9 DNA fluorescence polarization; 290,000 tested, 0.037% active; Potency, µM (doses to about 115 µM), inactives show at the top dose activity change, negative = inhibition, most hits filed as inhibitors; Q03164; active = well fitted inhibition curve with a large enough effect in the polarisation, with a control signal flat, not every such curve was filed as active; inconclusive = small, poorly fitted or top-dose-only effect, or effect the other way, or a change in a side signal; inactive = no such curve, though single readings can be large or run the other way; the % refers to the polarisation; also: potency is read from the fitted curve at half-maximal effect
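Steps: dispense CXXC domain solution (7 uM) → pin compounds or unlabeled HOX-A9 DNA control → 5 min ambient → add FLSN-HOX-A9 solution (50 nM) → spin → 30 min ambient → fluorescence polarization. Tris pH 7.5/NaCl/DTT/BSA buffer.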
GALK inhibitor: blocks human galactokinase activity; 270,000 tested, 0.007% active; Potency, µM (top dose mostly 57.5 µM), for the others: at the top dose activity change, negative = inhibition, hits mostly inhibitors; AID 1868; P51570; Purified GALK, Kinase-Glo residual ATP luminescence; also: potency is read from the fitted curve at half-maximal effect; % is scaled to controls: 0 for no effect and ±100 for the full control effect
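Luminescence from leftover ATP (Ultra-Glo luciferase/luciferin) served as read-out after a 1 h room-temperature reaction of 5 nM GALK with 35 uM ATP and 100 uM galactose.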
KCNH2 3.1 block: KCNH2 3.1 (human) potassium channel inhibition. activity change, % (tested at about 1.8 µM). U2OS KCNH2 3.1, thallium flux FluxOr; hits give low values. 340,000 tested, 0.95% active;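 active = maximum activity change below -70%; inconclusive = maximum activity change from -70% to -50%; inactive = maximum activity change above -50%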;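 also: thallium influx rate constant from kinetic fluorescence after stimulation buffer; % is scaled to controls: 0 for no effect and ±100 for the full control effect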
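Measured as rate of thallium-driven FluxOr signal in transduced U2OS cells carrying the 3.1 channel, read kinetically for 2 min upon stimulation; values are rate constants scaled to DMSO control wells.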
S-ASM inh: human S-ASM enzyme inhibition; placental ASM, HMU-PC fluorogenic substrate, 60 min; 340,000 tested, 0.006% active; Potency, µM (series often up to 57.5 µM), for the others: at the highest dose activity change, negative = inhibition, actives largely listed as inhibitors; AID 504937; also: potency is read from the fitted curve at half-maximal effect
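qHTS format. ASM enzyme prepared from human placenta hydrolyses the fluorogenic substrate HMU-PC0 (9 uM final) over 60 min at 37 °C after a 10 min compound preincubation.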
An asterisk follows results filed as active; ? = inconclusive; . = not tested or not shown; [ ] = remark or other dose. Unless noted, calls follow the shape of the dose curve; as a rule, active = well fitted curve in the direction sought with a large enough effect; inconclusive = small, poorly fitted or top-dose-only effect, or another doubt; inactive = no such curve, though single readings can be large; an effect the other way counts as inactive or inconclusive. Compounds as they come. Share with any hit: about 2%.

Under each structure: MBNL1-CUG inh | FBPA coupling cs | AT treatment | Integrin act MD | TRPV1 ag | hERG WT inh | CXXC DNA block | GALK inhibitor | KCNH2 3.1 block | S-ASM inh
[1] COc1ccc(N2C(=O)CC(SCc3ccc(Cl)cc3)C2=O)cc1 (configuration not stated)
→ 3.5% | 1.2 | 2.2% | 25.7% | 9.4 | -16.7 | 2.8% | 5.3% | -10.3 | -1.3%
[2] O=C(CCCN1C(=O)c2ccccc2C1=O)Nc1ccc2c(c1)OCCO2
→ 0.4% | -0.6 | 2.7% | 4.5% | -2.2 | 4.1 | ? | -1.1% | 14.2 | -2.2%
[3] CCN(C1CCS(=O)(=O)C1)S(=O)(=O)c1ccc(OC)c(OC)c1 (configuration not stated)
→ . | . | -13.1% | -7.2% | 7.7 | 0.6 | . | . | 7.9 | 4.9%
[4] O=C(CN1C(=O)NC(c2ccccc2)(c2ccccc2)C1=O)N1CCN(c2ccc(F)cc2)CC1
→ . | . | -3.2% | ? | -0.4 | 13.3 | . | . | ? | -0.2%
[5] Cc1nn(S(=O)(=O)c2ccc(C(C)(C)C)cc2)c(C)c1S(=O)(=O)N1CCOCC1
→ -9.6% | 2.6 | 6.2% | ? | 0.2 | -4.4 | -5.4% | 0.9% | 9.9 | 3.1%
[6] COc1cccc(NC(=S)NNC(=O)Cn2nc(C(F)(F)F)cc2C)c1
→ 13.0% | 7.0 | -5.8% | 39.4% | -0.2 | -0.8 | 5.6% | 1.6% | 25.0 | 4.9%
[7] CCCCCCCCNCCS(=O)(=O)NCCCCCCCC
→ . | . | . | 9.0% | . | -44.5 | . | . | -21.1 | -25.9%
[8] CC(=O)Nc1ccc(SCC(=O)NNC(=O)CN(C)S(=O)(=O)c2ccc(C)cc2)cc1
→ . | . | 5.2% | 1.9% | 1.2 | 7.8 | . | . | -43.8 | 3.1%
[9] O=C(Nc1c2c(nn1-c1ccc(Cl)cc1)CS(=O)(=O)C2)c1ccccc1
→ -5.5% | . | 2.9% | 24.3% | 1.3 | 17.6 | -4.2% | 4.2% | . | -0.4%
[10] O=C(Cc1coc2ccc3ccccc3c12)NCc1ccccc1
→ -3.5% | 0.5 | . | 19.2% | 9.5 | -1.5 | 6.7% | 1.6% | -18.3 | -2.7%
[11] CCCOC(=O)Nc1ccc(N2CCCCC2)cc1
→ -7.1% | -1.1 | . | 12.9% | -1.5 | 4.0 | -4.2% | 0.1% | 7.8 | -1.6%
[12] CN(C1CCCCC1)S(=O)(=O)c1ccc(NC(=S)NC(=O)c2cccs2)cc1
→ -5.7% | 2.3 | 13.7% | -50.5%[inhibitor] | 0.5 | -4.9 | 2.9% | 5.9% | 24.6 | -16.1%
[13] O=C1CN(C(=O)OCc2ccccc2)c2ccccc2N1
→ -6.8% | 0.8 | -2.8% | -16.2% | -0.3 | 3.4 | -1.4% | 3.8% | 8.1 | -1.4%
[14] Oc1cc2c(cc1O)CN(C(=S)NCCc1ccc(Cl)cc1)CCC2
→ . | -10.5 | 7.9% | . | -1.6 | -4.2 | 3.0% | . | -38.6 | -28.0%
[15] Cc1ccc(C(=O)Nc2ccc(N3CCN(C)CC3)nc2)cc1
→ -5.3% | 3.7 | -4.8% | 17.4% | 1.1 | -10.5 | -0.1% | -0.5% | 20.9 | 2.4%
[16] O=C(Nc1cc(S(=O)(=O)N2CCOCC2)ccc1O)c1ccc(NS(=O)(=O)c2ccc(Cl)s2)cc1
→ -1.4% | 7.0 | 3.1% | 9.2% | -2.9 | -2.7 | -16.2% | -0.6% | -6.8 | -22.4%
[17] O=C1CCCc2ccc3ccccc3c21
→ . | . | . | 0.0% | . | 0.8 | . | . | -12.8 | 1.8%
[18] Nc1nnc(SCC(=O)OCC(=O)c2ccccc2Br)s1
→ -0.1% | 0.6 | -1.6% | -13.2% | 5.9 | -6.6 | -3.1% | -1.9% | -36.4 | -0.7%
[19] C=CC12C=CC=CN1C(C(=O)OC)=C(C(=O)OC)C(C(=O)OC)=C2C(=O)OC (configuration not stated)
→ ? | -6.4 | 2.0% | 0.8% | -0.7 | 2.1 | -7.0% | 0.2% | 6.5 | -7.7%
[20] N=c1oc2ccccc2cc1C(=O)Nc1ccccc1
→ 5.0% | 0.5 | -1.4% | ? | 2.2 | -3.8 | -4.4% | -1.5% | 15.6 | 0.4%

New compounds follow.
Under each structure: MBNL1-CUG inh | FBPA coupling cs | AT treatment | Integrin act MD | TRPV1 ag | hERG WT inh | CXXC DNA block | GALK inhibitor | KCNH2 3.1 block | S-ASM inh
[21] C=CCn1c(O)c(N=NC(=S)Nc2ccccc2F)c2cc(S(=O)(=O)N3CCOCC3)ccc21
→ 37.8%[activator] | -4.7 | -5.5% | -19.9% | 2.0 | -2.5 | 2.3% | -2.0% | -6.5 | -4.6%
[22] COc1cc(C(=O)Nc2ccccc2C(=O)NCc2cccnc2)cc(OC)c1OC
→ -1.6% | 0.9 | 2.2% | -11.3% | 2.6 | -10.7 | -4.7% | -4.1% | 19.5 | -4.4%
[23] CCc1cccc(N=c2c([N+](=O)[O-])nn(-c3ccc(Cl)cc3)n2O)c1
→ ? | 2.2 | -9.5% | -1.5% | 2.5 | -16.1 | 3.9% | 1.0% | -49.2 | -17.6%
[24] CCOc1ccccc1NC(=O)CCCCCN1C(=O)[C@@H]2Cc3ccccc3CN2C1=O
→ -0.8% | . | -3.2% | ? | -3.1 | -8.7 | 3.9% | 6.9% | 26.9 | -4.1%
[25] CN1C(=O)C(C)(C)c2cc(S(=O)(=O)N(C)Cc3ccccc3)ccc21
→ 3.9% | 0.1 | -4.5% | -17.6% | 7.4 | -4.3 | . | . | 4.9 | 4.4%
[26] CC1CCN(C(=O)c2[nH]cnc2C(=O)Nc2ccc(Cl)cc2)CC1
→ . | . | 12.9% | 16.0% | 3.4 | -7.4 | . | . | 3.4 | -2.4%
[27] CCN(Cc1ccccc1)C(=O)CN1C(=O)c2ccccc2S1(=O)=O
→ . | . | 2.4% | 11.3% | 2.5 | 7.6 | . | . | -6.0 | -1.2%
[28] CCC(C(=O)O/N=C(\N)c1cccc(C)c1)c1ccccc1 (configuration not stated)
→ 2.8% | 0.1 | 7.5% | -6.5% | 11.4 | -7.7 | -19.7% | 1.1% | 5.6 | -0.1%
[29] CC(C)c1ccc(NC(=O)C2CCC(CNC(=O)[C@@H]3Cc4ccccc4CN3)CC2)cc1 (some centres not stated)
→ -3.8% | 0.3 | 2.2% | -43.1% | 12.3 | -1.2 | 16.0% | 1.8% | -13.1 | -2.3%
[30] CC(C)(C)c1nnc(NC(=O)C2CCN(c3ncccn3)CC2)s1
→ 0.9% | -1.2 | 1.0% | -0.3% | 1.8 | -5.2 | 10.1% | -0.6% | 10.6 | -1.4%
[31] Cc1ccc(C(=O)NCC(=O)N2CCCN(S(=O)(=O)c3ccc(C)cc3)CC2)cc1
→ . | . | 14.0% | 11.4% | 10.5 | 6.3 | . | . | 7.2 | -1.9%
[32] Cc1ccc(S(=O)(=O)N2CCC(C(=O)NC3CCCCC3C)CC2)cc1 (configuration not stated)
→ -8.5% | -6.5 | 0.6% | 15.9% | 1.8 | -1.8 | 1.9% | 0.1% | 0.2 | 3.1%
[33] O=C1Nc2ccccc2C12Nc1ccccc1-c1nc3ccccc3n12 (configuration not stated)
→ -11.2% | 3.0 | 1.3% | 21.6% | 2.2 | -3.2 | 11.5% | 0.6% | -9.2 | 0.4%
[34] CC1=CC(=NOC(=O)/C=C/c2ccccc2)C=C(C)C1=O
→ ? | -45.4* | -10.5% | -14.5% | 1.5 | -3.9 | 16.0% | -1.9% | . | ?
[35] CCN1CCN(c2cc3c(cc2F)c(=O)c(S(=O)(=O)c2ccccc2)cn3C)CC1
→ 3.3% | 2.3 | -7.7% | -22.6% | 0.5 | -1.2 | 55.1%[activator] | -0.4% | 5.4 | -0.6%
[36] CN(Cc1cccs1)C(=O)COc1cccc(-n2cnnn2)c1
→ -9.0% | 2.0 | 0.3% | 3.5% | -2.7 | -78.3* | 0.6% | -1.6% | -14.7 | -2.2%
[37] CC1(C)CN2C(=S)N(c3ccccc3)C(c3ccccc3)N2C1 (configuration not stated)
→ ? | 3.4 | 0.9% | 12.1% | 12.4 | 7.5 | 8.7% | -0.3% | -2.7 | -1.5%
[38] CC1(CNC(=O)C(=O)NCC2(C)CO2)CO1 (configuration not stated)
→ . | . | . | -27.6% | . | 1.6 | . | . | -8.1 | 4.1%
[39] CCOc1ccc2c3c(c(=O)oc2c1OCC)CCCC3
→ -5.1% | 0.9 | 2.9% | -4.0% | 8.0 | -8.2 | 10.6% | -4.6% | 1.2 | -4.0%
[40] COc1cccc(NC(=O)CCN2C(=O)c3ccccc3S2(=O)=O)c1
→ -4.6% | 1.7 | -6.0% | -0.3% | -2.5 | 8.9 | -12.0% | 0.5% | -2.2 | 3.1%

Screening results deposited in PubChem BioAssay by National Center for Advancing Translational Sciences (NCATS).
